# Source: PubChem
# D1 ag – activates the human D1 dopamine receptor; AID 504660; P21728; activation, % at 2 µM; 1% of 360,000 active; HEK293 T-REx D1 cells, calcium flux, agonist mode; in the data active means activation above about 30%; further: 0% is about no effect
#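 Inducible HEK293 T-REx D1 cells, force-coupled to calcium signalling, were plated at 4000 cells/well with tetracycline and held overnight at 30 C. After no-wash calcium dye loading, compound-evoked calcium rise over 180 s flagged agonists.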
# TRHR enhancer – allosteric enhancers of human TRH receptor | TRHR cells, fluo-8 calcium fluorescence, EC20 TRH enhancement | enhancement, % at 2 µM | 0.66% of 360,000 active; in the data active means enhancement above about 30%; further: 0% is about no effect
#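 Enhancer read-out: after compound pinning and an initial kinetic agonist-mode read, an EC20 of TRH (10 nM final) was injected and fluo-8 calcium signal (Ex 480/Em 530) followed at 1 s/cycle for 100 cycles in TRHR-expressing cells.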
# Anesthetic bind – candidate novel general anesthetic via apoferritin binding; 0.074% of 350,000 active; Potency, µM (doses to about 77.5 µM), inactives show at the top dose activity change, negative = displacement, hits mostly inhibitors; apoferritin/1-aminoanthracene competitive binding, fluorescence; P02791; further: potency means the concentration at half of the fitted maximal effect; on the % scale 0 is the no-effect control and ±100 the full control effect; nearly all actives have a fitted effect of over 20% in size
# Target sequence (P02791 2-175 limits assumed): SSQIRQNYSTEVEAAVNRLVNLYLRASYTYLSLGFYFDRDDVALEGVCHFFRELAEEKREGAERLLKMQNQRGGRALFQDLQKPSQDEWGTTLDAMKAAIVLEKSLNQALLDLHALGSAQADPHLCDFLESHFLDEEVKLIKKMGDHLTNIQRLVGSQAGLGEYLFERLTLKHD
#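 Horse-spleen apoferritin (10 uM) was mixed with 50% saturated 1-aminoanthracene in PBS, exposed to compounds for 10 min at room temperature, and read for fluorescence (ex 380 nm, em 535 nm). Competitive displacement was fitted with a four-parameter Hill equation.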
# RXFP1 ag – RXFP1 (human) receptor agonism | Q9HBX9 | HEK293T-RXFP1 cAMP TR-FRET, 30 min; response scale: percent of porcine relaxin response, buffer zero | Potency, µM (highest dose often 57.5 µM), inactives show at the top dose activation, most hits filed as activators | 0.3% of 370,000 active | AID 2676; further: potency means the concentration at half of the fitted maximal effect; on the % scale 0 is the no-effect control and ±100 the full control effect; nearly all actives have a fitted effect of over 60% in size; many of its hits are not listed in these tables
# Target sequence (Q9HBX9 whole entry, looked up): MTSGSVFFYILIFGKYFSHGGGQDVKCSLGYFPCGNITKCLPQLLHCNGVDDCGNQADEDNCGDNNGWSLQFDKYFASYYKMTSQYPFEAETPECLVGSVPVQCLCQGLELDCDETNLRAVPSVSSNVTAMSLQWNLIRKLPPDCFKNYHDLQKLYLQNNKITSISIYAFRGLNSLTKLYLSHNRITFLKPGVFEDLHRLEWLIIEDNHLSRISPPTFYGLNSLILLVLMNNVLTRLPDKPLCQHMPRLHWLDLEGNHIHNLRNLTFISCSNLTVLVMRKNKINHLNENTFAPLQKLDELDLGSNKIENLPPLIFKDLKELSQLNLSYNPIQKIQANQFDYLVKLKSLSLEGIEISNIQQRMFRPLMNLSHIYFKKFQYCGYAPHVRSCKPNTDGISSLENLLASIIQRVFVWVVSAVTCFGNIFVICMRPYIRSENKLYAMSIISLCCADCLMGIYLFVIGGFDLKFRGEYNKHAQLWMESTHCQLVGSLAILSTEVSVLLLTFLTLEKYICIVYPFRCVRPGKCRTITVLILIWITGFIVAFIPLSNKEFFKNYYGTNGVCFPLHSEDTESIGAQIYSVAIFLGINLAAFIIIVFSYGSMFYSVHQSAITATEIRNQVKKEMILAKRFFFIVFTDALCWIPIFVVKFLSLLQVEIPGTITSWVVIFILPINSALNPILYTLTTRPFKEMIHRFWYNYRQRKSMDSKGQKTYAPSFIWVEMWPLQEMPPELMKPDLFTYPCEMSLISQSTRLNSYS
#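 Agonist response is measured as cAMP accumulation in an RXFP1-transfected HEK293T line under PDE4 inhibition. Values are scaled between buffer-only and 29 nM porcine relaxin, and EC50s come from standard Hill equation fits.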
# D2 potentiator – D2 dopamine receptor (human) potentiation; P14416; HEK293 T-REx D2, calcium flux, EC20 dopamine potentiation; potentiation, % at 10 µM; 0.34% of 340,000 active; AID 485347;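 active means potentiation over 3 SD above the plate norm, cut at about 30% in these data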; further: 0% is about no effect
#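 Potentiation of an EC20 dopamine calcium response is measured in a force-coupled, tetracycline-inducible Hek293 Trex D2 line. Compound-only kinetic reads over 180 s flag agonists before dopamine addition.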
# D1 PAM – potentiators of human D1 dopamine receptor | potentiation, % at 10 µM | P21728 | 0.036% of 360,000 active | AID 504651 | HEK293 TREx D1 cells, calcium flux, dopamine EC20 potentiation; in the data active means potentiation above about 30%; further: 0% is about no effect
# D1 antagonist – human D1 dopamine receptor antagonism | P21728 | HEK293 TREx D1 cells, calcium flux, dopamine EC80; active compounds read low | activity change, negative = inhibition, % at 10 µM | 3.2% of 360,000 active; in the data active means activity change below about -30%; further: on the % scale 0 is the no-effect control and ±100 the full control effect
#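 Compound effects on dopamine-evoked calcium signalling were measured in tetracycline-induced HEK293 Trex D1 cells. Dopamine at EC80 followed a 180 s compound pre-read, and fluorescence was tracked kinetically for 180 s more.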
# RXFP1 antag – antagonists of human relaxin receptor RXFP1; activity change, negative = inhibition, % at 57.5 µM; Q9HBX9; 0.59% of 350,000 active; HEK293-RXFP1, relaxin-stimulated cAMP HTRF, 30 min; active compounds read low; AID 1259400;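 active means activity change of -60% or lower, but not beyond a set lower limit; inconclusive means change between -60% and -40%, or beyond the set limit; inactive means change above -40%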; further: on the % scale 0 is the no-effect control and ±100 the full control effect
# TRHR ag – activates the human TRH receptor | P34981 | TRHR cells, calcium flux fluo-8, FDSS agonist mode | activation, % at 2 µM | 0.18% of 360,000 active; in the data active means activation above about 30%; further: 0% is about no effect
#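 Steps: seed TRHR cells overnight; add fluo-8 no-wash Ca dye, RT 30 min–1.5 h; record 10 s baseline; pin-transfer compounds; monitor fluorescence 1 cycle/s for the agonist window. Calcium increases flag candidate agonists.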
# Starred values were filed as active, the others as inactive; ? = inconclusive; . = not tested or not shown; [ ] = another dose, or the depositor's remark. Unless noted, the call rests on the fitted dose curve; in most records, active means well fitted curve in the direction sought with a large enough effect; inconclusive means small, poorly fitted or top-dose-only effect, or another doubt; inactive means no such curve, though single readings can be large; an effect the other way counts as inactive or inconclusive.
SMILES,D1 ag,TRHR enhancer,Anesthetic bind,RXFP1 ag,D2 potentiator,D1 PAM,D1 antagonist,RXFP1 antag,TRHR ag
CCCCS(=O)(=O)N1CCCC(C(=O)N2CCOCC2)C1 (configuration not stated),-3,1,2%,2.4%,-2,-6,-11,-1,0.3
O=C(O)CSCC(=O)N1CCN(c2cc(C(F)(F)F)nc3ccccc23)CC1,5,6,-5%,0.0%,-6,-9,-8,5,0.7
Cc1sc2ncn(CC(=O)N(C)c3cccc(C(F)(F)F)c3)c(=O)c2c1S(=O)(=O)N1CCN(c2ncccn2)CC1,3,7,8%,-2.0%,24,0,2,.,-2.4
CCCCN(C(=O)COC(=O)CSc1ccc([N+](=O)[O-])cc1)c1c(N)n(CCC)c(=O)[nH]c1=O,1,-2,.,0.2%,-4,-4,23,5,-0.5
COc1ccc(-c2cc(=O)oc3cc(O)ccc23)cc1,0,-2,48%[activator],1.4%,0,-2,-7,37,-1.3
COc1ccc(CCn2c(N)c(C(=O)NCc3ccco3)c3nc4ccccc4nc32)cc1OC,5,1,-6%,2.8%,2,0,4,-8,0.8
COc1ccccc1NC(=S)NC(NC(=O)CC(C)C)C(Cl)(Cl)Cl (configuration not stated),10,-1,-8%,0.7%,-6,0,12,0,-0.7
CN(CC(O)COCc1ccccc1F)C1CCCCC1 (configuration not stated),1,-2,-10%,0.9%,27,-1,18,12,0.2
COC(CNC(=O)CCc1c(C)nc2c(c(C)nn2-c2ccc(C)cc2)c1C)OC,2,-4,-2%,2.8%,0,-5,-12,6,-1.5
CCc1cc(=O)oc2cc(C)cc(OC(C)C(=O)NCCCn3ccnc3)c12 (configuration not stated),1,1,-3%,6.8%,-7,-6,-1,4,-0.2
CCOc1ccc(CCNC(=O)Cn2nnc(-c3ccc(C(F)(F)F)cc3)n2)cc1OCC,-1,-3,-9%,0.7%,.,-5,4,.,0.3
Cc1nc2c(C(=O)NCc3ccccc3)c[nH]n2c(=O)c1Cc1ccccc1Cl,-4,-1,?,0.9%,1,3,-6,-60*,-0.3
COc1ccc(NC(=O)N2CCN(C(=O)C(Cc3ccc(F)cc3)NC(C)=O)CC2)cc1 (configuration not stated),1,4,-3%,0.3%,2,2,-2,-9,1.0
N#Cc1c(/N=C/c2ccco2)sc2c1CCCCC2,4,9,?,3.9%,-3,-1,2,-2,-0.3
O=C(COC(=O)c1ccccn1)Nc1nccs1,2,5,-7%,0.6%,-2,-6,4,-7,0.7
O=S(=O)(c1ccc2c(c1)OCCO2)N1CCN(S(=O)(=O)c2cccc3cccnc23)CC1,2,1,.,.,.,-3,-7,.,2.4
CC(C)NC(=O)CN1CCN(Cc2nc(-c3cccs3)no2)CC1,0,1,-7%,-0.5%,16,-5,1,16,-0.1
CCOc1ccc(CC2S/C(=N/N=C/c3ccco3)NC2=O)cc1 (configuration not stated),6,3,-2%,-0.2%,-7,0,-6,-14,-0.7
C/C(=N\NC(=O)c1csc(C)c1C)c1ccco1,0,0,-1%,-1.0%,2,2,-8,-16,-0.3
N/C(Cc1ccc([N+](=O)[O-])cc1)=N\OC(=O)c1ccco1,4,9,-8%,2.9%,.,2,13,3,0.8

# 3 structures already listed, sorted by length of the SMILES, ascending:
SMILES,D1 ag,TRHR enhancer,Anesthetic bind,RXFP1 ag,D2 potentiator,D1 PAM,D1 antagonist,RXFP1 antag,TRHR ag
O=C(COC(=O)c1ccccn1)Nc1nccs1,2,5,-7%,0.6%,-2,-6,4,-7,0.7
CCOc1ccc(CC2S/C(=N/N=C/c3ccco3)NC2=O)cc1 (configuration not stated),6,3,-2%,-0.2%,-7,0,-6,-14,-0.7
CCc1cc(=O)oc2cc(C)cc(OC(C)C(=O)NCCCn3ccnc3)c12 (configuration not stated),1,1,-3%,6.8%,-7,-6,-1,4,-0.2

# Taken from above:
# `N#Cc1c(/N=C/c2ccco2)sc2c1CCCCC2` in RXFP1 antag shows -2
# `CCOc1ccc(CCNC(=O)Cn2nnc(-c3ccc(C(F)(F)F)cc3)n2)cc1OCC` in TRHR enhancer shows -3

# (further entries)
SMILES,D1 ag,TRHR enhancer,Anesthetic bind,RXFP1 ag,D2 potentiator,D1 PAM,D1 antagonist,RXFP1 antag,TRHR ag
Cc1ccnn1CCC(=O)N1CCCC(CCC(=O)N2CCN(c3ccccn3)CC2)C1 (configuration not stated),-1,-2,-7%,0.9%,13,1,-18,11,-0.4
Cc1c(N=c2scc(-c3ccccc3)n2CCO)c(=O)n(-c2ccccc2)n1C,2,-2,-6%,-1.6%,-4,-5,0,13,-0.2
O=C(C1CC2CCC1C2)N1CCN(Cc2ccc3c(c2)OCO3)CC1 (configuration not stated),-3,3,-12%,0.6%,-20,-3,-3,-7,0.2
Oc1ccc(CN2CCC(Cc3ccccc3)CC2)c2cccnc12,-2,0,-10%,-0.2%,-11,-10,10,9,-0.5
COCC[N+]1(C)CCCCC1,2,4,-5%,-1.0%,18,5,-6,-9,0.5
O=C(Nc1ccc(OC(=O)c2ccco2)cc1)c1ccco1,0,-6,-7%,0.0%,0,-5,29,-1,0.1
Cc1ccc(-c2cc(-c3ccccc3)nc(N(C)N)n2)cc1,2,-16,2%,-0.4%,-5,-5,3,1,-0.1
Cc1ccc(-n2nnnc2SCC(=O)c2cc(C)n(CC3CCCO3)c2C)cc1 (configuration not stated),4,0,-13%,3.8%,5,0,31,29,0.6
Cc1oc(-c2ccc(Cl)cc2)cc1C(=O)/C(C#N)=C/Nc1cccc(OC(F)(F)F)c1,17,3,-5%,3.8%,15,0,-5,-17,1.4
CC1CCN(c2c(NCC3CCC(C(=O)NC4CCCCCC4)CC3)c(=O)c2=O)CC1 (configuration not stated),2,6,-4%,-0.3%,8,6,15,19,-0.7
CC(C)(C)NC(=O)N1CCC(CO)(Cc2ccccc2Cl)CC1,4,2,-18%,0.9%,7,-5,-4,-5,0.0
Cc1nnsc1C(=O)Oc1ccc(C#N)cc1,1,5,-5%,-0.6%,14,0,8,-10,0.5
COc1ccc([N+](=O)[O-])cc1NC(=O)Cn1ccsc1=N,2,7,-14%,0.2%,-19,0,9,.,0.4
Cn1cccc1/C=C1/SC(=O)N(CC(=O)N2CCCC2)C1=O,2,9,?,2.0%,-4,-3,3,-18,0.2
Cc1cc(C(F)(F)F)c(C#N)c(Sc2ccccc2)n1,5,-8,-5%,1.7%,-7,-7,-22,-23,0.7
CCCC(c1nnnn1CCc1ccccc1)N1CCN(C(=O)c2ccco2)CC1 (configuration not stated),2,18,-10%,-0.3%,17,0,5,3,2.7
CC1=C(C(=O)OC2CCCCCCC2)C(c2cc3c(cc2Br)OCO3)CC(=O)N1 (configuration not stated),4,1,-17%,0.1%,0,-6,7,-11,0.2
Cc1ccc(NC(=O)CSC(C)C(=O)OCC(=O)N2CCN(C(=O)c3ccco3)CC2)cc1 (configuration not stated),0,-1,.,0.3%,1,0,-19,-9,-0.3
O=C1Nc2cc(Cl)cnc2N2CCCC12 (configuration not stated),3,17,-7%,2.3%,-5,2,18,.,0.5
CCn1cnc2sc(C(=O)Nc3ccccc3OC)c(C)c2c1=O,5,-1,-6%,?,15,2,-17,8,-0.5
COC(=O)c1cc(S(=O)(=O)N2CCN(c3ccccc3)CC2)c[nH]1,16,-2,-11%,4.0%,-14,-9,-4,4,0.8
COc1ccccc1NC(=O)CSc1nnc(NC(=O)C2CCC2)s1,0,7,-4%,-0.8%,0,.,17,1,-0.8
COC(=O)C1(Cc2cc(-c3cccc(Br)c3)no2)CCN(C(=O)OC(C)(C)C)CC1,5,-1,8%,0.3%,-14,-10,-18,.,0.8
CCc1csc(CCNC(=O)C2CCC(=O)N(CCOC)C2)n1 (configuration not stated),0,-11,-2%,-1.5%,-4,-4,-3,-1,0.2
COc1ccccc1NC(=O)CCCC(=O)OCC(=O)c1ccc(F)cc1,-1,1,?,6.6%,9,-1,-5,8,0.3
Cc1nnc(SCC(=O)N(C)C2CCCCC2)n1C,2,-4,.,-0.7%,5,-2,-8,-7,1.6
CC(=O)Nc1nc(C)c(Cc2ccccc2)c(=O)[nH]1,2,8,-7%,0.9%,17,-1,-4,-11,-0.3
COC(=O)c1[nH]c2ccc(Cl)cc2c1NC(=O)CCN1CCN(C2CCCCC2)CC1,1,4,-12%,1.5%,0,-2,-1,-7,-0.1
O=C1CCCC(O)=C1N=Nc1cccc(S(=O)(=O)N2CCOCC2)c1,2,19,-3%,4.6%,-21,-2,5,-8,0.6
c1ccc(C(c2nnnn2C2CCCC2)N2CCN(c3ccccc3)CC2)cc1 (configuration not stated),0,-7,-2%,-0.7%,-10,-6,8,-9,-0.1
Cc1cccc(C)c1NC(=O)CN(C)C(=O)c1ccccc1OCc1ccc(F)cc1,0,-4,.,2.2%,-1,4,16,-10,0.1
CC(NC(=O)CCCOc1ccc(Cl)cc1)c1ccccc1 (configuration not stated),5,6,-16%,2.3%,4,-2,-11,-7,0.2
CSc1ccc(-c2nc3c(C)cccn3c2Nc2ccc3c(c2)OCCO3)cc1,1,7,94%[activator],13%,2,6,11,-12,-0.6
O=C(CCCN1C(=O)c2ccccc2C1=O)Oc1ccc(Cl)cc1,-2,-3,?,0.0%,10,-3,11,-7,-0.3
COc1ccc(C(CNC(=O)c2cccc(S(=O)(=O)NCc3ccccc3)c2)N(C)C)cc1 (configuration not stated),5,-4,-10%,1.1%,-22,-1,0,2,0.0
CSCCC(NS(=O)(=O)c1ccccc1F)C(=O)NNC(=O)c1csc(N2CCOCC2)n1 (configuration not stated),0,2,.,-0.6%,-4,0,28,2,0.3
CCc1nn(CC(=O)NCCCN(CC)CC)c(=O)c2cc3occc3n12,4,6,28%,2.8%,21,0,-5,.,-1.9
O=C(Nc1cc(C(F)(F)F)ccc1Cl)c1cc(-c2ccc3c(c2)OCCO3)on1,3,-3,-8%,6.9%,-27,-2,7,.,-0.5

# By substructure, those above containing bromine (2)
SMILES,D1 ag,TRHR enhancer,Anesthetic bind,RXFP1 ag,D2 potentiator,D1 PAM,D1 antagonist,RXFP1 antag,TRHR ag
CC1=C(C(=O)OC2CCCCCCC2)C(c2cc3c(cc2Br)OCO3)CC(=O)N1 (configuration not stated),4,1,-17%,0.1%,0,-6,7,-11,0.2
COC(=O)C1(Cc2cc(-c3cccc(Br)c3)no2)CCN(C(=O)OC(C)(C)C)CC1,5,-1,8%,0.3%,-14,-10,-18,.,0.8

# Two entries drawn at random from those above:
SMILES,D1 ag,TRHR enhancer,Anesthetic bind,RXFP1 ag,D2 potentiator,D1 PAM,D1 antagonist,RXFP1 antag,TRHR ag
Cc1cccc(C)c1NC(=O)CN(C)C(=O)c1ccccc1OCc1ccc(F)cc1,0,-4,.,2.2%,-1,4,16,-10,0.1
CC(NC(=O)CCCOc1ccc(Cl)cc1)c1ccccc1 (configuration not stated),5,6,-16%,2.3%,4,-2,-11,-7,0.2

# The list is partial; rates above refer to the full screens.
